From PubChem
Myeloid diff MLP: induction of myeloid progenitor differentiation, primary screen, cell-based, flow cytometry, MLPCN library. ER-HoxA9 myeloid progenitors, lysozyme-GFP differentiation. calls only at 10 µM. 360,000 compounds, 1% hits. AID 624256, 2012;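 active means normalized GFP-positive differentiation at or above the plate's own cutoff, the solvent-only control mean plus 3 SD; inconclusive means no clear call, values can overlap the other calls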;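 further: cells exposed to compound for four days before flow analysis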
GPR55 antagonists: GPR55 antagonists blocking LPI-driven arrestin recruitment, primary screen, imaging, U2OS, beta-arrestin-GFP, LPI agonist (AID 2013); G-protein coupled receptor 55 (Homo sapiens); U2OS GPR55 beta-arrestin-GFP translocation imaging, LPI antagonism; higher % means a stronger effect; inhibition, % at 10 µM; hits with a dose series show IC50 in µM; 290,000 compounds, 0.13% hits;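 active means spots per cell inhibited over 60%, with over 100 cells counted and total cytoplasm intensity under 500,000; inconclusive means wells with under 100 cells, flagged as likely toxic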;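 further: U2OS cells stably carrying GPR55 and arrestin-GFP stimulated by 5 µM LPI near EC80; imaged beta-arrestin-GFP aggregate spots per cell after agonist stimulation; plate controls were LPI-stimulated DMSO wells for no effect and DMSO wells without LPI for full effect; some results filed as inactive read as strong as hits; confirmed hits need IC50 under 10 µM and bright autofluorescent wells are also inconclusive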
LYP phosphatase: inhibitors of LYP phosphatase, biochemical, fluorescence intensity, uHTS (AID 1779); recombinant LYP phosphatase, fluorescence intensity; higher % means a stronger effect; inhibition, % at 11.5 µM, or IC50 in µM where a hit was titrated; 290,000 compounds, 0.054% hits; in the data active means inhibition above about 50%;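 further: plate controls were vehicle with enzyme for no effect and no enzyme for full effect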
Salmonella PhoP GFP: inhibitors of PhoP regulon expression, primary screen, Salmonella Typhimurium, GFP reporter (AID 1863) | 300,000 compounds, 0.16% hits | inhibition, % at 50 µM; hits with a dose series show IC50 in µM | S. Typhimurium PhoP-regulated promoter GFP reporter, 4 h; higher % means a stronger effect;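 active means inhibition over 29.93%, a cutoff 3 SD above the screen mean, later confirmed by dose response; inconclusive means inhibition over 29.93% but no dose response follow-up; inactive means inhibition at most 29.93% or unconfirmed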;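 further: 0% = low Mg2+ inducing control and 100% = high Mg2+ repressing control; strong numbers were not always called active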
HIV peptide binding: inhibitors of HIV fusion peptide binding, primary screen, biochemical, uHTS, fluorescence dequenching (AID 1986); cell-free peptide binding, fluorescence dequenching, 30 min; higher % means a stronger effect; one-dose inhibition, % at 20 µM; IC50 in µM for titrated hits; 290,000 compounds, 0.3% hits; in the data active means inhibition mostly above about 52%, no sharp cut-off; inactive means mostly below about 76%; further: some results filed as inactive read as strong as hits
NTR1 ag: agonists of NTR1, primary screen, imaging, U2OS cells, beta-arrestin-GFP, high content (AID 493036) | activation, % at 20 µM | 330,000 compounds, 0.17% hits | Neurotensin receptor type 1 (Homo sapiens), P30989 | NTR1-U2OS beta-arrestin-GFP spot imaging, agonist mode;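 active means activation at or above 40% of the spot to cytoplasm intensity ratio, with at least 20 cells analyzed; inconclusive means wells under 20 cells, flagged as cytotoxic or low count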;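 further: 0% = DMSO without peptide and 100% = 100 nM NTR1 peptide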
Target sequence (P30989 whole entry, looked up): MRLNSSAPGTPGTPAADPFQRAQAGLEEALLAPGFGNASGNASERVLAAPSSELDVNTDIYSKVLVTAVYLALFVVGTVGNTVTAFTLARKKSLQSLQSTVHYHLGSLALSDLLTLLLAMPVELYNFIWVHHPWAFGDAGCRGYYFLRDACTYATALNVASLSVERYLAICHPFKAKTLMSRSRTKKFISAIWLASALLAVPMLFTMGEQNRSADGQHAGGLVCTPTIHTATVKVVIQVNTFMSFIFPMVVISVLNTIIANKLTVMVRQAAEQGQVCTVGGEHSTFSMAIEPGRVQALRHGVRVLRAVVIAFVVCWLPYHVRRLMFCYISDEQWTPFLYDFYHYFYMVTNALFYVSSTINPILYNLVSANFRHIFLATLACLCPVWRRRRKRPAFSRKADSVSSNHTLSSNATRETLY
Rac1 GTP hydrolysis: MgcRacGAP GTPase-activating activity inhibitors, confirmation, biochemical, ADP Hunter fluorescence | Rac GTPase-activating protein 1 (Homo sapiens) | MgcRacGAP-stimulated Rac1 GTP hydrolysis, ADP Hunter fluorescence; higher % means a stronger effect; GST-tagged Rac1 F28L mutant substrate | inhibition, % at 30 µM; hits with a dose series show IC50 in µM | 340,000 compounds, 0.6% hits | AID 624330, 2012;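 active means first-screen hits whose inhibition reached a set limit at any dose in the follow-up dose series; inconclusive means inhibition above the set first-screen limit but never retested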;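 further: fluorescence reports GDP produced by GAP-driven GTP hydrolysis; strong numbers were not always called active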
Siah-1 displacement: Siah-1 peptide-binding antagonists, primary screen, biochemical, fluorescence polarization, rhodamine-plectin, uHTS (AID 1817). E3 ubiquitin-protein ligase SIAH1 (Homo sapiens). displacement, % at 20 µM, or IC50 in µM where a hit was titrated. Siah-1 / rhodamine-plectin peptide fluorescence polarization; higher % means a stronger effect. 290,000 compounds, 0.02% hits;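 active means displacement of at least 50% at 20 µM, with a fluorescence ratio check between 0.3 and a set limit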;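 further: plate controls were Siah plus tracer with DMSO for no effect and tracer alone without Siah for full effect; strong numbers were not always called active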
GPR35 antagonists: GPR35 antagonists blocking zaprinast-driven arrestin recruitment, primary screen, imaging, U2OS, beta-arrestin-GFP, zaprinast agonist (AID 2058); G-protein coupled receptor 35 (Homo sapiens); 290,000 compounds, 0.052% hits; one-dose inhibition, % at 10 µM; IC50 in µM for titrated hits; U2OS GPR35 beta-arrestin-GFP translocation imaging, zaprinast antagonism; higher % means a stronger effect;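 active means inhibition of at least 50% with at least 30 cells and total cytoplasm GFP at most 10,000,000; inconclusive means under 30 cells or total GFP of 10,000,000 plus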
NTR1 ag cell count 20 µM: also measured in NTR1 ag; calls as there; cell count; measured here: cell count, cytotoxicity flag
Myeloid diff MLP GFP+ MAC1+ %: further read-out of Myeloid diff MLP, marked with its call; GFP+ MAC1+ double positive, %; measured here: differentiation confirmed by MAC1 staining
The depositor's hits bear a star; i = inactive; ? = inconclusive; . = not tested or not shown.

SMILES	Myeloid diff MLP	Myeloid diff MLP GFP+ MAC1+ %	GPR55 antagonists	LYP phosphatase	Salmonella PhoP GFP	HIV peptide binding	NTR1 ag	NTR1 ag cell count 20 µM	Rac1 GTP hydrolysis	Siah-1 displacement	GPR35 antagonists
COCCn1c(SCC(=O)Nc2ccccc2)nc2c(oc3ccccc32)c1=O	i	0.1	14%	-6%	1%	2.0%	-2.3	34	5%	25%	-14%
O=C1NC(CCc2ccccc2)C(=O)N1Cc1cccc2ccccc12 (configuration not stated)	i	0.5	-9%	-6%	4%	-0.6%	1.4	54	6%	-2%	-20%
Cn1ccsc1=NC(=O)c1ccc(S(C)(=O)=O)cc1	i	1.4	3%	-5%	3%	1.7%	0.4	40	8%	-1%	-4%
COc1ccccc1CCc1nnc(CCC(=O)NCCCOc2cccnc2)o1	i	0.3	-5%	-2%	8%	-0.6%	1.9	77	0%	4%	6%
CSC1=N/C(=C\c2ccc(F)cc2)C(=O)S1	i	0.5	11%	-9%	3%	2.9%	-0.1	61	9%	-1%	7%
CCN(CCN(C)C)C(=O)c1ccc2c(c1NCCO)C(=O)c1ccccc1C2=O	i	0.5	-6%	-6%	4%	-1.2%	2.4	78	11%	-9%	-4%
C=CCN1C(=O)c2ccc(C(=O)N3CCN(S(=O)(=O)c4ccccc4Br)CC3)cc2C1=O	i	0.9	.	.	0%	.	1.0	59	12%	.	.
O=C(CCC(=O)OCCCC(F)(F)C(F)(F)F)Nc1ccccc1	i	6.0	-6%	0%	-2%	-1.3%	-0.2	51	2%	2%	-3%
Cc1noc(C)c1C(=O)NC(C)C12CC3CC(CC(C3)C1)C2 (configuration not stated)	i	0.6	-8%	1%	6%	-0.2%	2.0	90	4%	12%	-6%
CCCCNC(=O)CC1N=C2c3ccccc3N=C(SCC(=O)Nc3ccccc3OC)N2C1=O (configuration not stated)	i	0.8	6%	-2%	6%	1.1%	-1.0	85	-2%	1%	14%
Cc1ccc(-c2c(C(=O)O)c(C(=O)O)c3n2CSC3)cc1	i	0.8	8%	-4%	-6%	3.7%	-0.1	89	8%	3%	18%
COc1cc(C2C(C#N)=C(N)N(c3cccnc3)C3=C2C(=O)CC(C)(C)C3)ccc1O (configuration not stated)	i	1.0	0%	-7%	18%	-1.1%	0.2	60	8%	2%	0%
N#Cc1cc2c(nc1SCc1ccccc1)CCC2	i	0.8	5%	-6%	7%	2.3%	-0.2	88	4%	-2%	-7%
O=C(Nc1ccccc1C(F)(F)F)N1CCC(N2CCCCC2)CC1	i	0.9	18%	-4%	-14%	-2.2%	2.2	47	1%	3%	1%
Cc1cc(C)n2nc(NCc3ccccc3)nc2n1	i	0.7	8%	-6%	-7%	-0.2%	2.3	64	4%	5%	-21%
O=C(NCc1ccccn1)Nc1ccccc1Cl	i	0.6	6%	-3%	-6%	1.4%	-2.4	37	5%	-2%	3%
CN1CCN(c2ccc(S(=O)(=O)N3CCCCC3)cc2NC(=O)COc2ccc([N+](=O)[O-])cc2)CC1	i	2.0	.	.	-1%	.	0.1	56	5%	.	.
COc1ccc(C(O)P(=O)(OCCC(C)C)c2ccc(N(C)C)cc2)cc1 (configuration not stated)	i	0.2	-1%	-3%	13%	-1.6%	1.4	52	5%	-5%	21%
COc1ccc(N2CCN(C(=O)Cc3ccc(-n4c(=O)[nH]c5ccccc5c4=O)cc3)CC2)cc1	i	0.4	12%	-5%	3%	-0.8%	2.2	74	9%	1%	3%
COc1ccc(-n2c(SCc3ccc([N+](=O)[O-])cc3)nnc2-c2ccccc2)cc1	i	0.4	-3%	0%	28%	-3.8%	6.1	54	3%	-5%	-5%
COc1cc(OC)c(C2N(C)c3ccccc3N2C)cc1OC	.	.	-4%	5%	-3%	-0.4%	0.3	47	.	1%	4%
CC1=CC2=NC(=O)/C(=C\c3cc(C)n(-c4ccccc4F)c3C)C(=N)N2O1	i	0.7	4%	1%	-7%	3.2%	1.0	52	5%	3%	1%
Cc1ccc2c(c1)N(S(=O)(=O)c1ccc3c(c1)NC(=O)CC(=O)N3)CCO2	i	1.5	-1%	-8%	.	-0.9%	18	48	4%	3%	-1%
Cc1cc2ncc(-c3cccc(Cl)c3)cn2n1	i	0.4	-19%	-4%	-118%	-0.9%	-1.4	49	2%	-8%	18%
Nc1ccc(Sc2ccccc2CC(=O)O)cc1	.	.	.	2%	-22%	1.4%	-1.0	39	.	-3%	-8%
Cn1c2ccccc2c2nn(-c3ccccc3)c(=O)cc21	i	5.9	-8%	-5%	-7%	-0.7%	1.6	75	0%	-4%	-9%
COc1cccc(NC(=O)CSc2nnnn2C2CCCCC2)c1	?	.	2%	-11%	.	1.1%	0.6	42	-3%	1%	-6%
O=C(COc1ccc2c3c(c(=O)oc2c1)CCC3)Nc1ccc(CCO)cc1	i	1.4	17%	-1%	-10%	0.5%	1.3	56	10%	15%	5%
NC(=S)NN=C1c2cc(OCCN3CCOCC3)ccc2-c2ccc(OCCN3CCOCC3)cc21	i	0.3	1%	-7%	6%	-3.2%	30	74	16%	-3%	-14%
CN(c1cccc(NC(=O)CN(c2cccc(Cl)c2)S(=O)(=O)c2ccc(Cl)cc2)c1)S(C)(=O)=O	i	1.3	21%	2%	-8%	1.2%	0.1	67	2%	3%	-3%
O=C(/C=C/c1ccc(S(=O)(=O)NCc2ccco2)cc1)NCc1cccc(Cl)c1	i	1.1	8%	3%	-4%	6.7%	-2.1	39	10%	0%	1%
Cn1nccc1C(=O)NCCN1C(=O)OC(C)(C)C1(C)O (configuration not stated)	i	2.5	5%	-6%	-6%	-1.1%	0.9	74	10%	2%	2%
COc1ccc(CNC(=O)CN(Cc2ccccc2)S(=O)(=O)c2ccc(Cl)cc2)cc1	i	0.9	-8%	-2%	12%	-1.2%	0.9	60	5%	-1%	12%
O=C(O)C1=C[C@@H](c2coc3ccccc3c2=O)C[C@@H](OCc2ccc(CO)cc2)O1	i	1.2	-2%	-5%	-3%	4.9%	-1.2	91	8%	11%	11%
CCOC(=O)C1(CC2CC2)CCN(Cc2cc(Cl)c(O)c(OC)c2)CC1	i	0.1	11%	-8%	6%	0.3%	1.4	44	4%	1%	18%
C=CCn1c(N)cc(=O)nc1SCC(=O)Nc1ccccc1	i	0.8	6%	-8%	-9%	1.5%	-2.8	83	5%	1%	7%
O=C1CC2(CCN(C(=O)c3ccccc3F)CC2)Oc2ccccc21	i	0.4	.	.	-5%	.	1.5	70	3%	.	.
COc1nc2ccc(C)cc2cc1-c1noc(-c2cccnc2)n1	i	0.4	7%	-5%	7%	1.4%	1.4	64	-2%	2%	-5%
Cc1cccc(CS(=O)(=O)c2ncc(Cl)c(C(=O)Nc3nnc(C(C)C)s3)n2)c1	?	.	12%	-6%	-15%	3.7%	0.7	57	17%	-3%	20%
COc1ccc(-c2noc(Cc3cccs3)n2)cc1	i	1.1	-3%	-3%	-4%	2.9%	0.8	37	8%	-1%	11%
NC(=O)c1ncc(C(F)(F)F)cc1Oc1ccc(C(F)(F)F)cc1	i	0.8	-12%	-11%	-4%	-0.7%	0.6	62	3%	0%	2%
CCc1nnc(NC(=O)c2ccc3c(c2)C(=O)N(CC)C3=O)s1	i	1.2	.	.	-1%	.	-1.6	79	-9%	.	.
Cn1c(C(=O)NC2CCCCC2)cc2c(=O)n(C)c3ccccc3c21	i	4.7	9%	-5%	-6%	-2.4%	3.4	77	-10%	4%	-20%
CCOC(=O)c1cccc(NS(=O)(=O)c2cnc[nH]2)c1	i	0.6	-2%	-1%	27%	1.1%	-3.2	65	5%	-1%	-8%
COc1ccccc1-n1c(=O)c2c3c(sc2n2c(=S)[nH]nc12)CCC3	i	0.1	4%	-7%	4%	0.9%	-0.2	54	50µM*	4%	0%
Cc1cccc(NC(=O)CN2C(=O)N/C(=C/c3cc(C)n(C)c3C)C2=O)c1	i	0.6	-31%	7%	1%	15%	.	.	-4%	8%	4%
CC1c2cc3c(cc2CCN1CC(=O)Nc1ccccc1)OCCCO3 (configuration not stated)	i	1.7	18%	-10%	-1%	-2.1%	8.7	74	-9%	-5%	3%
O=C(CCN1CCc2ccccc2C1)Nc1cccc(F)c1	i	0.6	-8%	-3%	-2%	0.4%	-1.6	93	1%	-1%	-10%
O=c1cc(C(F)(F)C(F)F)oc2ccccc12	i	2.3	14%	3%	-5%	1.0%	-1.0	50	1%	2%	2%
O=C(c1cccc(C(F)(F)F)c1)C1CCCN(C(=O)Cn2cncn2)C1 (configuration not stated)	i	1.1	12%	-8%	0%	-1.3%	1.9	51	6%	9%	-1%
O=C(NCc1ccccc1)C1CCN(S(=O)(=O)c2cc([N+](=O)[O-])ccc2Cl)CC1	i	0.5	3%	-7%	-4%	0.5%	1.5	76	4%	0%	7%
CC1(C)CC(=O)c2c(n(S(=O)(=O)c3ccccc3)c3ccc(NS(=O)(=O)c4ccccc4)cc23)C1	i	2.2	-2%	-1%	-13%	-0.9%	5.1	63	8%	11%	-6%
CCC(=O)Nc1ccc2oc(-c3cccc(C)c3)nc2c1	i	0.7	-3%	-9%	1%	-1.2%	2.2	55	8%	0%	-2%
O=C(NC1CC2CCCC(C1)N2Cc1cccs1)c1ccc([N+](=O)[O-])cc1 (configuration not stated)	.	.	11%	-1%	-2%	1.6%	1.4	50	.	4%	9%
O=C(c1ccc(Cl)cc1)N1CCN(C(=O)c2ccco2)CC1	i	2.0	1%	0%	-11%	-2.7%	-0.3	56	11%	-1%	10%
Cc1cc(NC(=O)CC2CCCC2)ccc1Br	i	0.6	3%	-3%	-1%	0.3%	-0.1	53	5%	1%	-8%
CCOC(=O)C1=C(O)/C(=C\c2ccc(CNC(=O)C(=O)Nc3ccc(C)c(C)c3)o2)N=C1C	.	.	-2%	2%	0%	0.9%	.	.	.	1%	0%
